CHOP UPR activ = apoptotic UPR (CHOP) activation. CHO-CHOP luciferase reporter, luminescence; percent of tunicamycin response over DMSO baseline. activation, % at 10 µM. 0.34% of 330,000 active. AID 449763;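 active means at 10 µM dose, activation of 40% or more, normalized to positive control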;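 further: 100% = tunicamycin at 10 µg/mL and 0% = DMSO alone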
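Assay system: CHO cells with stable CHOP pathway luciferase reporter; Buffer or medium: F12 plus 10% serum; Times: 16-18 h cell attachment, then 6 h compound exposure, 37 °C; Signal: luciferase luminescence; Read-out basis: percent activation relative to tunicamycin control; Control set: tunicamycin high control, DMSO low control.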
NR3A LBD binder = NR3A (human) ligand-binding domain modulation; NR3A LBD differential scanning fluorimetry, Tm shift; 0% = protein alone, 100% = glycine-bound protein; Tm shift relative to glycine control, % at 25 µM; 2.5% of 340,000 active;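 active means melting temperature shift of at least 10% of the positive control shift, at one fixed dose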
tim10-1 inh = inhibits growth of tim10-1 mutant yeast; S. cerevisiae tim10-1 ts strain growth, BacTiter-Glo, 24 h; inhibition, % at 20 µM; 2.2% of 330,000 active;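 active means inhibition of at least 40%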;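 further: mutant grown at 25 °C; 0% = DMSO wells with yeast and 100% = wells holding no yeast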
tim23-1 inh = tim23-1 yeast growth inhibition; inhibition, % at 20 µM; AID 463212; S. cerevisiae tim23-1 growth, BacTiter-Glo luminescence, 24 h; 1.3% of 330,000 active;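 active means growth inhibition of the mutant yeast at or above 50%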;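 further: temperature-sensitive mutant grown at 25 °C; plate controls were DMSO-treated mutant yeast for no effect and medium wells lacking yeast for full effect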
Mdm2 MdmX PPI = human Mdm2/MdmX binding inhibition; 3% of 330,000 active; inhibition, % at 8 µM; O15151+Q00987; SaOS-2 split-luciferase Mdm2/MdmX complementation, luminescence;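 active means inhibition of at least 50% at 8 µM in the primary screen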
NLRP3 yeast inh = blocks the NALP3 inflammasome reconstituted in yeast; inhibition, % at 10 µM; Yeast reconstituted NLRP3/ASC/caspase-1, beta-gal luminescence, 24 h; 0.39% of 330,000 active;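 active means inhibition of 50% or more; inactive means inhibition below 50%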;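 further: plate controls were induced DMSO wells for no effect and uninduced yeast grown without galactose for full effect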
UPR XBP1 act = activators of adaptive arm of unfolded protein response (XBP1); CHO-XBP1 luciferase reporter, IRE1-XBP1 UPR activation, luminescence; percent of tunicamycin response, DMSO as zero; activation, % at 20 µM; 0.33% of 330,000 active;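 active means versus positive control, 20 µM dose yields 30% or more activation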;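 further: 100% = tunicamycin at 10 µg/mL and 0% = DMSO only wells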
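Material: CHO-XBP1 cells stably carrying IRE1-XBP1-driven luciferase reporter / Amount: 1000 cells per well / Compound: 20 µM, 1% DMSO / Times: 6 h treatment, 37 °C / Detection: luciferase luminescence / Measure: % activation of reporter signal versus tunicamycin and DMSO controls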
APJ ag = APJ receptor agonism. P35414. CHO-K1 APJ PathHunter beta-arrestin, luminescence; 0% DMSO wells, 100% apelin. activation, % at 20 µM. 0.11% of 330,000 active. AID 2520;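 active means activation more than six SD over the plate average, tested at 20 µM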;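 further: 0% = DMSO alone and 100% = apelin-13 at 10 nM; some results filed as inactive read as strong as hits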
Target sequence (P35414 whole entry, looked up): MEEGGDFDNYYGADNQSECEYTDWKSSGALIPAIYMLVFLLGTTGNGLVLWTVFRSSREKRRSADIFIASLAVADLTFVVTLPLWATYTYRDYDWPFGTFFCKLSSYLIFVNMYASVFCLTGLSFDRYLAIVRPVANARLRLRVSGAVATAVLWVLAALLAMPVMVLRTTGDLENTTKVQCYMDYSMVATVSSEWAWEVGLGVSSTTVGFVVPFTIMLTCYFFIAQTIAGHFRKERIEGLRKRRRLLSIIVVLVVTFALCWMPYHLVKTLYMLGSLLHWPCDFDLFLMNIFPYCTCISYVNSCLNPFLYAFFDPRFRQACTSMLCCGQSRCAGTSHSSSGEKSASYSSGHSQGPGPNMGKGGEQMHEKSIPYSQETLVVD
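system = engineered CHO-K1 APJ arrestin reporter cells | input = 1000 cells per well | timing = overnight seeding, 90 min compound at 25 °C, 1 h detection | measured by = enzyme-fragment complementation luminescence | read-out = beta-arrestin recruitment to APJ as agonist activity, luminescent signal | control set = negative DMSO alone, positive Apelin-13 at 10 nM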
TIM10 inh = growth inhibitors of TIM10 yeast strain; inhibition, % at 10 µM; S. cerevisiae TIM10 strain growth, BacTiter-Glo luminescence, 24 h; 1.4% of 330,000 active;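 active means inhibition of 40% or more at the single tested concentration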;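 further: wild-type TIM10 isogenic control strain grown at permissive 25 °C; 0% = DMSO yeast wells and 100% = minimal medium wells without yeast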
Starred values were filed as active, the others as inactive; . = not tested or not shown. Compounds as they come. Share with any hit: about 8.2%.

#1 Cc1ccc(S(=O)(=O)N(C)CC(=O)OCC(=O)Nc2ccccc2)cc1
#2 Cc1nc(SCC(=O)N2CCCc3ccccc32)c2oc3ccccc3c2n1
#3 NC(=S)Nc1cccc2[nH]ccc12
#4 COc1cccc(CNC(=O)CCS(=O)(=O)c2ccc3c(c2)CC(C)N3C(=O)C2CC2)c1 (stereo unspecified)
#5 O=C(NC(Cc1ccccc1)c1nc2ccccc2[nH]1)c1cccc([N+](=O)[O-])c1 (stereo unspecified)
#6 COc1ccc2c(c1OC)C(=O)N(c1ncn[nH]1)C2
#7 N#Cc1c(-c2cccs2)cc(-c2ccccn2)nc1N
#8 COC(=O)c1sccc1NC(=S)N1CCN(c2cccc(C)c2C)CC1
assay / entry,1,2,3,4,5,6,7,8
CHOP UPR activ,1.7,0.6,-4.8,2.2,-0.6,1.1,-3.8,-2.4
NR3A LBD binder,1,-29,0,0,-7,2,0,-2
tim10-1 inh,17,39,7,2,3,2,26,10
tim23-1 inh,10,43,4,-8,4,16,-3,17
Mdm2 MdmX PPI,19,39,6,15,5,-17,27,36
NLRP3 yeast inh,3,29,3,1,7,-10,10,-7
UPR XBP1 act,-2,2,1,-3,-2,-3,7,-3
APJ ag,-2,1,-2,2,4,-1,-2,-5
TIM10 inh,-3,26,2,-6,-16,8,19,9

#9 CC(=O)OC1COC(n2ccc3cc([N+](=O)[O-])ccc32)C(OC(C)=O)C1OC(C)=O (stereo unspecified)
#10 CC(C)(C)c1ccc(-c2cnco2)cc1
#11 Cc1[nH]n(-c2ccccc2)c(=O)c1N=Nc1cccc(S(=O)(=O)N2CCOCC2)c1
#12 CC(C)C(=O)c1cc2c(cc1NC(=O)Nc1cccc3ccccc13)OCCO2
#13 O=C1C(=O)N(CNc2ccccn2)c2ccccc21
#14 O=C(NCC1COc2ccccc2O1)C1CCCN(S(=O)(=O)c2cccc3cccnc23)C1 (stereo unspecified)
#15 O=C(NCc1cccs1)C12CC3CC(CC(C3)C1)C2
#16 Cc1ccc(OCCCC(=O)NNC(=O)c2ccncc2)cc1
assay / entry,9,10,11,12,13,14,15,16
CHOP UPR activ,2.1,-2.4,-0.3,-0.5,1.8,-1.5,-1.5,1.3
NR3A LBD binder,-1,0,-2,.,0,3,-2,0
tim10-1 inh,21,-4,9,12,5,12,33,2
tim23-1 inh,13,16,22,8,-10,18,23,14
Mdm2 MdmX PPI,-18,-7,40,11,37,29,19,13
NLRP3 yeast inh,10,-3,3,12,1,19,29,14
UPR XBP1 act,-3,0,6,-2,17,-3,-3,-1
APJ ag,-4,-2,-8,-1,-18,-2,2,7
TIM10 inh,18,22,6,10,6,3,1,11

#17 Cc1nn(CC(=O)c2ccc(Cl)s2)c(C)c1[N+](=O)[O-]
#18 CCOc1ccc(C(=O)NC(=S)Nc2ccc(NC(=O)CC)cc2)cc1[N+](=O)[O-]
#19 O=C(OCc1nc2ccccc2[nH]1)C12CC3CC(CC(C3)C1)C2
#20 CCn1c(SCC(=O)NC)nnc1C(C)C
#21 N#CCC(=O)Nc1sc2c(c1C(N)=O)CCCC2
#22 CNC(=O)CC(=O)Nc1ccccc1C(=O)O
#23 COCCn1nnnc1C(c1ccccc1)N1CCN(c2ccccc2)CC1 (stereo unspecified)
#24 CC(C)(C)C1CCC(C(=O)Nc2ccccc2N2CCOCC2)CC1 (stereo unspecified)
assay / entry,17,18,19,20,21,22,23,24
CHOP UPR activ,8.7,-0.1,-0.1,2.4,-1.4,-0.9,-0.8,-2.2
NR3A LBD binder,-1,8,-1,-1,-1,5,1,5
tim10-1 inh,12,21,58*,11,-7,19,9,17
tim23-1 inh,5,17,58*,5,10,13,13,35
Mdm2 MdmX PPI,19,8,13,5,15,7,-13,-1
NLRP3 yeast inh,25,12,4,9,5,10,-4,19
UPR XBP1 act,-2,0,-2,-1,-2,-7,0,0
APJ ag,-3,-1,-5,0,-2,-3,-1,-3
TIM10 inh,-16,-12,40,5,8,16,22,13

#25 N#CC(C(=O)Nc1ccc(Cl)cc1)=C1Nc2ccccc2N1
#26 CCOC(=O)C1(CCOC)CCN(C(=O)c2ccccc2-c2cccc(C)c2)CC1
#27 Cc1ccc(C(=O)NCC(=O)OCC(=O)c2ccc3c(c2)OCCO3)cc1C
#28 O=C(c1csc2c1CCCC2)N1CCCCC1
#29 Cc1cc(NC(=O)/C=C/c2cccc(Cl)c2)n(-c2nc3ccccc3[nH]2)n1
#30 Cc1nc(-c2ccc(S(=O)(=O)Nc3ccc(S(N)(=O)=O)cc3)cc2)co1
#31 Clc1ccc(-c2nnc(CNC3CC3)o2)cc1
#32 CC(=O)c1ccc(N2CCN(C(=O)CCS(=O)(=O)c3ccc4c(c3)CCN4C(C)=O)CC2)cc1
assay / entry,25,26,27,28,29,30,31,32
CHOP UPR activ,1.5,-1.1,2.7,-2.7,1.0,-1.9,0.1,2.4
NR3A LBD binder,24*,0,7,1,11*,1,0,-5
tim10-1 inh,24,13,-1,14,7,-3,3,24
tim23-1 inh,-5,25,5,11,0,-22,9,18
Mdm2 MdmX PPI,28,5,16,10,43,-7,-16,8
NLRP3 yeast inh,12,-4,18,17,4,12,10,7
UPR XBP1 act,4,-2,0,0,3,3,-1,-3
APJ ag,-4,-3,0,-3,-1,0,-2,3
TIM10 inh,10,26,-2,-4,-9,-1,7,4

Brought forward from above: two compounds, then new ones.
#31 Clc1ccc(-c2nnc(CNC3CC3)o2)cc1
#32 CC(=O)c1ccc(N2CCN(C(=O)CCS(=O)(=O)c3ccc4c(c3)CCN4C(C)=O)CC2)cc1
#33 CCCn1nnc(NC(=O)COc2ccc(C3CCCCC3)cc2)n1
#34 CCc1ccc(C(C)NC(=O)c2ccncc2)cc1 (stereo unspecified)
#35 O=c1[nH]c(=O)c2nnc(N/N=C/c3ccccc3F)nc2[nH]1
#36 CCOc1ccc(N(C(=O)c2cnccn2)C(C(=O)NC2CCCCC2)c2ccc(O)cc2)cc1 (stereo unspecified)
#37 O=C(COc1ccc2c3c(c(=O)oc2c1)CCCC3)N1CCN(c2ccc(F)cc2)CC1
#38 COCCSc1nnc(NC(=O)CS(=O)(=O)c2ccc(C)cc2)s1
#39 O=C(Cc1c(F)cccc1Cl)Nc1ccc(S(=O)(=O)NCC2CCCO2)cc1 (stereo unspecified)
#40 O=c1c2nnn(Cc3ccccc3)c2ncn1C/C=C/c1ccccc1
assay / entry,31,32,33,34,35,36,37,38,39,40
CHOP UPR activ,0.1,2.4,0.2,0.0,1.1,0.0,-0.6,0.1,-1.0,1.4
NR3A LBD binder,0,-5,-40,0,3,-1,1,-1,-5,-1
tim10-1 inh,3,24,-24,-16,1,17,3,-2,16,9
tim23-1 inh,9,18,30,-1,8,16,17,10,12,5
Mdm2 MdmX PPI,-16,8,2,23,26,4,13,-2,4,8
NLRP3 yeast inh,10,7,8,5,11,11,6,-4,18,21
UPR XBP1 act,-1,-3,-2,-5,-2,-2,-2,1,1,1
APJ ag,-2,3,4,-3,-3,-4,2,1,-4,-3
TIM10 inh,7,4,3,7,7,84*,29,12,2,-5

From entry 33 to 38, as listed above:
#33 CCCn1nnc(NC(=O)COc2ccc(C3CCCCC3)cc2)n1
#34 CCc1ccc(C(C)NC(=O)c2ccncc2)cc1 (stereo unspecified)
#35 O=c1[nH]c(=O)c2nnc(N/N=C/c3ccccc3F)nc2[nH]1
#36 CCOc1ccc(N(C(=O)c2cnccn2)C(C(=O)NC2CCCCC2)c2ccc(O)cc2)cc1 (stereo unspecified)
#37 O=C(COc1ccc2c3c(c(=O)oc2c1)CCCC3)N1CCN(c2ccc(F)cc2)CC1
#38 COCCSc1nnc(NC(=O)CS(=O)(=O)c2ccc(C)cc2)s1
assay / entry,33,34,35,36,37,38
CHOP UPR activ,0.2,0.0,1.1,0.0,-0.6,0.1
NR3A LBD binder,-40,0,3,-1,1,-1
tim10-1 inh,-24,-16,1,17,3,-2
tim23-1 inh,30,-1,8,16,17,10
Mdm2 MdmX PPI,2,23,26,4,13,-2
NLRP3 yeast inh,8,5,11,11,6,-4
UPR XBP1 act,-2,-5,-2,-2,-2,1
APJ ag,4,-3,-3,-4,2,1
TIM10 inh,3,7,7,84*,29,12

Later entries
#41 NC(=O)C1CCN(C(=O)C2CCC(=O)N(CC3CCCCC3)C2)CC1 (stereo unspecified)
#42 Cc1cc2cc(CCNS(C)(=O)=O)c(=O)[nH]c2cc1C
#43 CC1=CC2=NC(=O)CC(C)(C(=O)N(CC(=O)NC3CCCC3)c3ccccc3F)N2C=C1 (stereo unspecified)
#44 CCC(=O)N(CCC1(c2ccccc2OC)CCOC(C(C)C)C1)Cc1ccco1 (stereo unspecified)
#45 CCOCCCNC(=O)Cn1cnc2c(cnn2-c2ccc(OC)cc2)c1=O
#46 Cc1cccc(/C=N/NC(=O)Cc2cccs2)c1
#47 C[C@]12c3[nH]c4ccccc4c3CCN1C(=O)C(CC(=O)NCCCn1ccnc1)C[C@@H]2C(=O)N1CCOCC1 (stereo partly specified)
#48 COc1ccc(OC)c(NC(=O)Cn2cc(C=O)c3ccccc32)c1
assay / entry,41,42,43,44,45,46,47,48
CHOP UPR activ,1.9,2.6,0.9,-0.2,0.0,3.4,1.0,-1.4
NR3A LBD binder,-2,9,0,0,0,-1,-3,-1
tim10-1 inh,2,12,7,26,-14,-2,-12,8
tim23-1 inh,-4,11,0,32,-3,-3,-16,4
Mdm2 MdmX PPI,-12,16,-11,15,10,-24,2,18
NLRP3 yeast inh,-1,12,9,12,21,17,7,4
UPR XBP1 act,-12,-5,1,2,0,4,-1,-2
APJ ag,1,0,-5,-2,-1,3,-3,-3
TIM10 inh,-1,0,12,29,50*,-8,-3,-3

#49 CC(=O)c1ccc(N2CCN(c3ccc(S(=O)(=O)NCCCN(C)C)cc3[N+](=O)[O-])CC2)cc1
#50 CC(C)OP(=O)(OC(C)C)C(Nc1ccc(C(=O)O)cc1)c1ccccc1 (stereo unspecified)
#51 O=C(COc1ccc(-c2nnco2)cc1)Nc1ccc(C(F)(F)F)cc1
#52 CCN(CC)c1cc(NCCO)c([N+](=O)[O-])c2nonc12
#53 COc1cccc(NC(=O)COC(=O)COc2cccc3c2OC(C)(C)C3)c1
#54 CCO[C@@H]1OC(C(=O)NCc2ccccc2)=C[C@H](C)[C@H]1CCCO
#55 O=C(COc1ccc([N+](=O)[O-])cc1)Nc1ccc2c(c1)CCC2
#56 Cc1ccc(S(=O)(=O)N2CCN(C(=O)C3Cc4ccccc4CN3C(=O)c3ccco3)CC2)cc1 (stereo unspecified)
#57 Cc1c(C(=O)OC(C)C)[nH]c2c1C(=O)CCC2
assay / entry,49,50,51,52,53,54,55,56,57
CHOP UPR activ,0.0,0.5,0.8,-0.1,-0.8,-1.2,2.4,1.9,0.2
NR3A LBD binder,-1,0,-6,2,-1,-2,-10,-2,0
tim10-1 inh,-2,8,10,-4,16,1,-18,8,5
tim23-1 inh,15,-7,11,-2,16,1,39,5,9
Mdm2 MdmX PPI,31,23,26,25,19,1,-14,-7,-10
NLRP3 yeast inh,2,-15,22,10,8,6,26,6,1
UPR XBP1 act,-2,0,1,4,-4,0,1,-5,1
APJ ag,-2,-7,-2,0,-5,5,-3,-3,7
TIM10 inh,8,1,-3,-2,17,0,-10,4,11
